iPSC survival up – hiPSC single-cell survival enhancement; ATPlite luminescence; 100% = ROCK inhibitor wells, 0% = DMSO; survival enhancement, % at 20 µM; 360,000 compounds, 0.044% hits; AID 602274; in the data active = survival enhancement above about 18%;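 also: cells exposed to compounds for 16 hours before the ATP read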
NR2E3 ag-1 – agonists of human nuclear receptor NR2E3; 320,000 compounds, 0.12% hits; GST-NR2E3/biotin-RetCOR TR-FRET, 1536-well; AID 2300; inhibition of corepressor binding, % at 4.78 µM;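 active = percent inhibition above the cutoff of mean plus 3 SD of all tested compounds, set per screening campaign, cut at about 20% in these data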;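 also: 0% = DMSO wells and 100% = biotin wells as full block of FRET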
Target sequence (Q9Y5X4 whole entry, looked up): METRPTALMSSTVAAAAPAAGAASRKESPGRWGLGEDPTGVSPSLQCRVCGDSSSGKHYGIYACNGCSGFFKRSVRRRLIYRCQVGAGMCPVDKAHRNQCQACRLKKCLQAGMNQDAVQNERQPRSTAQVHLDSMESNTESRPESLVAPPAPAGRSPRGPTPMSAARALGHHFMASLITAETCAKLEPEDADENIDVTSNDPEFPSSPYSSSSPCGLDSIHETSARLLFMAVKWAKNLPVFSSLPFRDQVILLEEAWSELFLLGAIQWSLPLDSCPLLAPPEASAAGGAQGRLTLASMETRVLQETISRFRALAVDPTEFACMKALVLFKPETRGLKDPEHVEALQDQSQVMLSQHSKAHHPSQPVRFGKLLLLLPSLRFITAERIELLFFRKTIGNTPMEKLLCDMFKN
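System: GST-NR2E3 and biotin-RetCOR proteins; probe or stimulus: 7 nM biotin-RetCOR; doses: compound at 4.8 µM, single dose; schedule: Compound–protein incubation for 5 h at 4 °C; detection: time-resolved FRET; read-out: percent inhibition; controls: biotin wells as high control, 0.6% DMSO wells as low control; format: 1536-well plates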
TWEAK Fn14 block – blocks TWEAK-Fn14 interaction in a reporter cell assay; TWEAK-stimulated Fn14 reporter cells, luciferase luminescence, 8 h; inhibition, % at 10 µM; 360,000 compounds, 2% hits; AID 1159606; in the data active = inhibition above about 50%
NR2E3 ag-2 – agonists of human NR2E3 nuclear receptor. Q9Y5X4. CHO-S Gal4-NCOR/VP16-NR2E3 two-hybrid, luciferase. inhibition of corepressor binding, % at 3.98 µM. 360,000 compounds, 0.35% hits. AID 602229;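 active = inhibition above the mean of all tested compounds plus 3 SD, cut at about 70% in these data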;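 also: 0% = DMSO with NR2E3 transfected cells and 100% = cells lacking NR2E3 construct; higher means lower luciferase signal from less NR2E3 corepressor binding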
CF NFkB block – inhibitors of cystic fibrosis induced NF-kB. AID 588850. KKLEB NF-kB-GFP reporter, PAF-induced, GFP fluorescence overnight. 360,000 compounds, 0.86% hits. inhibition, % at 5 µM;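 active = at least 50% inhibition at 5 µM, scaled per plate between neutral and stimulator controls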;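 also: PAF is a Pseudomonas aeruginosa culture filtrate used as stimulus; plate controls were PAF-stimulated DMSO wells for no effect and unstimulated DMSO wells for full effect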
KKLEB tox – counter-screen for CF NF-kB inhibitors: cytotoxicity; KKLEB CF airway cells viability, ATPlite luminescence, overnight; stronger effect = lower value; cells stimulated with P. aeruginosa culture filtrate; activity change (cytotoxicity), % at 5 µM; 360,000 compounds, 0.36% hits; AID 602141;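 active = corrected activity change at or below -50% at 5 µM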
Peg3 prom inh – inhibitors of Peg3 promoter; 360,000 compounds, 1.7% hits; HeLa PEG-Prom luciferase reporter, luminescence, overnight; inhibition, % at 20 µM;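 active = inhibition of at least 50% at 20 µM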
TRPM1 prom inh – MITF TRPM1 promoter inhibition in SK-MEL-5 cells. inhibition, % at 12.5 µM. 330,000 compounds, 0.83% hits. SK-MEL-5 TRPM1 promoter luciferase, 24 h. AID 488899;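 active = mean inhibition across replicates of 60% or more, whatever share of single replicates reaches that level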; also: values of inactives mirror those of a sister screen read the other way
HIF-2a block – blocks HIF-2a reporter activity; inhibition, % at 18.8 µM; 360,000 compounds, 0.72% hits; 786-0 RCC cells HIF-2a reporter, luciferase luminescence, overnight;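 active = inhibition of the luminescence signal of 40% or more relative to plate controls, in a single-dose primary screen at 18.75 µM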
aDG glyco act – increases alpha dystroglycan glycosylation; Pro5-aDG cells, alpha-DG glycosylation AlphaScreen (IIH6); 0% Pro5, 100% B10-LARGE cell signal; activation, % at 10 µM; 360,000 compounds, 0.22% hits; AID 624168;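 active = activation of at least 8% versus controls, or a plate z-score of at least 8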;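 also: Pro5 are CHO cells carrying HIG-tagged alpha-DG that lacks glycosylation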
Shn3 3UTR inh – Schnurri-3 reporter inhibition in Clone20 osteoblasts; Clone20 osteoblast Shn3 3'UTR firefly luciferase, 24 h; inhibition, % at 12.5 µM; 360,000 compounds, 0.52% hits; AID 588674;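 active = mean inhibition of at least 75% with every replicate also reaching 75%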;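 also: 0% = median of neutral control wells and 100% = pilot-screen positive control compound; some compounds past the cut are filed as inactive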
The depositor's hits bear a star; nt = not tested or not shown; & = joins results of further samples.

SMILES	iPSC survival up	NR2E3 ag-1	TWEAK Fn14 block	NR2E3 ag-2	CF NFkB block	KKLEB tox	Peg3 prom inh	TRPM1 prom inh	HIF-2a block	aDG glyco act	Shn3 3UTR inh
COC(=O)/C(=C/N(C)C)C(=O)N1CCN(c2ccc(Cl)c(Cl)c2)CC1	-1.8	0	12	-25	18	-14	-1	-7	-31	1.1	29
CCCCN(C)C(=O)Cc1c(OC)ccc2cc(Br)ccc12	-0.8	6	4	-20	-8	-2	18	1	15	1.1	14
O=C1CCCCC1C(Nc1ccc(Cl)cc1)c1ccccc1 (stereo not drawn)	-1.1	3	-9	-15	-1	-11	-8	-9	11	0.2	7
O=C(N/N=C/c1c(F)c(F)c(F)c(F)c1F)c1cc(-c2ccccc2)nc2ccccc12	1.8	2	-9	-27	0	2	6	-28	3	-0.1	21
FC(F)(F)c1ccc(C2[C@H]3CN(CC4CCCCC4)[C@H](c4ccccc4)C34CC2(c2cccnc2)C4)cc1 (stereo partly drawn)	-1.7	-2	2	7	4	0	12	-6	-2	0.2	11
O=C(c1ccccc1)c1cncc(Br)c1	0.6	1	3	6	16	1	-5	-7	9	-0.1	-10
CC(=O)N(Nc1ccccc1)c1ccccc1	0.8	2	13	-2	-5	4	5	1	9	0.0	-4
CCOC(=O)c1[nH]c(C)c(C(=O)Nc2ccc(C)c(C)c2)c1C	0.3	-4	17	-43	11	-14	-48	-27	-134	0.0	-12
Cc1cc(C)c2c(CC(=O)NCc3ccco3)coc2c1	0.3	-3	-3	-1	12	-11	13	-13	-21	2.0	5
COc1nc(N(C#N)CC(N)=O)nc(N2CCCC2)n1	0.0	6	-32	1	32	0	-12	1	17	0.5	8
CCOC(=O)c1ccc(NC(=S)N2CCC(O)CC2)cc1	0.1	2	-26	-23	4	7	-79	-45	-101	-0.4	-16
OC(COc1ccccc1CNCc1cccnc1)CN1CCc2ccccc2C1 (stereo not drawn)	-0.1	5	-7	-20	4	-8	-5	8	14	0.1	3
COc1ccc([C@]2(C(C)C)ON(c3ccccc3C(F)(F)F)C2=O)cc1	1.9	0	18	4	58*	-8	66*	23	21	0.6	-26
O=C(C1=C(O)C(=O)N(CC2CCCO2)C1c1cccc(Cl)c1)c1ccco1 (stereo not drawn)	-0.1	6	3	-20	-1	-15	19	3	-5	-0.1	-11
Cc1ccc(Nc2nc(C)cc(C)c2C(N)=O)cc1	1.9	-4	0	-22	-5	-8	0	11	-3	0.0	-10
COc1ccc(CNC(=O)c2cc3ccccc3o2)cc1OC	0.0	-1	0	8	8	0	18	-4	3	0.2	8
CSCC[C@H](NS(=O)(=O)c1ccc(C)cc1)C(=O)N1CCC(C(=O)N[C@@H](Cc2ccc(O)cc2)C(=O)O)CC1	1.2	2	9	-24	5	-1	-1	-2	8	4.2	-5
Cc1noc(C)c1C(=O)N1CCC1(C)C(=O)NS(=O)(=O)c1ccccc1C(F)(F)F (stereo not drawn)	3.3	nt	-3	9	12	-8	11	nt	3	-0.2	-5
CCCCC(=O)Nc1nnc(SCC(=O)NCC2CCCO2)s1 (stereo not drawn)	-0.5	3	5	8	8	-12	12	-7	12	0.1	-1
Cc1oc2cc(O)cc(O)c2c(=O)c1-c1ccc2c(c1)OCCCO2	-0.6	0	-36	-87	4	33	-171	-25	-187	0.2	-7
O=C(CSc1nnc(SCc2cccc3ccccc23)s1)N/N=C/c1c[nH]c2ccccc12	1.2	3	56*	-27	12	-4	-43	10	-106	-0.1	5
COc1ccc(OCC(=O)Nc2cccc(C(=O)Nc3ccccc3C(=O)O)c2)cc1	-3.1	3	-13	2	4	3	2	1	12	-0.2	-14
Cc1cccc(NC(=O)CSc2nc(COc3ccccc3)nc3ccccc23)c1C	-0.5	4	-8	-6	18	-14	14	8	-7	0.0	29
CCCCN(CCCNC(=O)C1CCCN(S(=O)(=O)CC)C1)Cc1ccccc1 (stereo not drawn)	-1.3	3	-37	-1	12	-7	2	-1	10	-0.4	-6
Cc1oc2ccc(O)c(CN(C)C)c2c1C(=O)c1ccccc1	6.6	2	8	-18	-2	-1	10	-14	16	0.4	23
Cc1oc(-c2cccc(Cl)c2)nc1CN1CCC(C(=O)N2CCN(c3ccccn3)CC2)CC1	1.7	1	10	22	8	9	31	19	-36	0.5	45
CCCCCn1c(=O)c(C(=O)OCC)c(O)c2ccccc21	-1.9	2	1	-27	11	-6	4	-1	1	-0.1	-13
CC(C)NC(=O)/C(C#N)=C/c1ccc(N(C)C)o1	0.9	-17	-10	-22	-2	3	-54	-36	-107	-0.2	-14
O=C(c1ccccc1)c1ccccc1C(=O)c1ccccc1	-0.7&-0.1	2&2	16&10	3&10	-5&-10	6&7	25&16	-10	3&-1	-0.1&0.0	-3&19
CCOc1ccc(C2C(C(=O)OC)=CN(CCOC)C=C2C(=O)OC)cc1	-0.1	3	-8	-3	-7	-6	-21	-6	-7	0.1	-2
CC(C)Oc1ccc(N2CC(C(=O)OCC(=O)NCc3ccccc3)CC2=O)cc1 (stereo not drawn)	-3.1	-1	4	-7	10	-12	3	6	9	-0.1	2
COc1ccc(Cl)cc1N1CCN(CCNC(=O)Nc2ccccc2C)CC1	0.5	0	-1	27	-2	-13	51*	0	29	3.1	8
O=C(CN(c1ccc([N+](=O)[O-])cc1)S(=O)(=O)c1ccccc1)N1CCCCC1	-0.4	-4	3	-47	-2	3	13	0	4	-0.1	4
Cc1ccccc1C(=O)NCC(=O)NNC(=O)CCN1CCN(c2ccccc2)CC1	0.4	0	11	-3	23	6	30	6	13	-0.1	6
O=C1CC=Nc2ccc([N+](=O)[O-])cc21	-1.9	nt	-7	-16	-45	5	-3	nt	8	-0.3	28
COc1cc(/C=N/NC(=O)c2cccc3ccccc23)ccc1OCC(N)=O	-0.3	2	2	5	21	-12	12	2	15	-0.1	-37
CC(C)[C@H](NC(=O)N1c2ccccc2NC(=O)[C@@H]1C(C)C)C(=O)N1CCC[C@H]1C(=O)O	-1.9	2	-16	-30	9	-4	-11	-4	-31	-0.1	-15
CC(C)(C)NC(=O)CSc1nnnn1C(C)(C)C	-1.6	3	-6	-8	4	-4	-17	-19	-46	0.2	-18
COc1ccc(NC(=O)C2CCCN2S(=O)(=O)c2cccs2)c([N+](=O)[O-])c1 (stereo not drawn)	-0.6	0	1	-9	16	-15	11	5	2	-0.2	-3
Cc1ccc([C@H]2N[C@]3(CCCN(CC4CCCCC4)C3=O)[C@H]3C(=O)N(C)C(=O)[C@@H]23)cc1	-0.1	nt	11	-8	-6	12	0	nt	1	-0.1	-1

Sorted by SMILES length (largest number first): some entries from above
SMILES	iPSC survival up	NR2E3 ag-1	TWEAK Fn14 block	NR2E3 ag-2	CF NFkB block	KKLEB tox	Peg3 prom inh	TRPM1 prom inh	HIF-2a block	aDG glyco act	Shn3 3UTR inh
CCOC(=O)c1[nH]c(C)c(C(=O)Nc2ccc(C)c(C)c2)c1C	0.3	-4	17	-43	11	-14	-48	-27	-134	0.0	-12
OC(COc1ccccc1CNCc1cccnc1)CN1CCc2ccccc2C1 (stereo not drawn)	-0.1	5	-7	-20	4	-8	-5	8	14	0.1	3
CCCCC(=O)Nc1nnc(SCC(=O)NCC2CCCO2)s1 (stereo not drawn)	-0.5	3	5	8	8	-12	12	-7	12	0.1	-1
CC(C)(C)NC(=O)CSc1nnnn1C(C)(C)C	-1.6	3	-6	-8	4	-4	-17	-19	-46	0.2	-18

New compounds follow
SMILES	iPSC survival up	NR2E3 ag-1	TWEAK Fn14 block	NR2E3 ag-2	CF NFkB block	KKLEB tox	Peg3 prom inh	TRPM1 prom inh	HIF-2a block	aDG glyco act	Shn3 3UTR inh
CCC(C)c1ccc(S(=O)(=O)N2CCN(CC(O)CN3CCOCC3)CC2)cc1 (stereo not drawn)	-0.1	3	-8	1	15	0	12	-7	5	0.1	2
Cc1cccc(NC(=O)NNC(=O)COc2ccc(Cl)cc2)c1	-0.3	-2	12	-4	13	-3	2	-6	14	0.1	9
COc1ccc(CNC(=O)CCSCc2cccc(Cl)c2)c(OC)c1	0.7	3	-11	-7	17	-15	10	7	20	-0.1	0
O=C(/C=C/c1ccc([N+](=O)[O-])cc1)N1CCN(Cc2ccccc2)CC1	-0.1	0	4	-8	-14	3	25	-1	-6	0.2	13
COc1ccc(NC(=O)CC2CCCC2)cc1OC	-0.3	3	2	-15	0	4	0	-2	0	0.0	-23
O=C(Oc1ccc(-c2nnco2)cc1)N1CCOCC1	2.3	2	6	-16	1	4	3	5	12	0.2	1
Cc1cccc(C)c1OCC(=O)NNC(=O)Nc1ccc(Cl)cc1	2.5	1	1	4	-4	1	5	-9	17	0.0	-14
CC(C)(CCc1ccccn1)C(=O)CCCc1ccccn1	14	nt	3	-4	-11	10	6	-16	-3	0.1	12
O=C(NNC(=O)c1ccc(F)cc1)C(=O)N1CCCCC1	4.7	0	-8	4	8	8	-7	-5	14	-0.2	-12
CC(=O)Nc1ccc(NC(=O)N2CCCCC2)cc1	-0.8	2	0	-9	-4	5	6	-5	-9	-0.1	-21
CCOc1ccc(CNC(=O)CCCn2nc(CC)n3c(cc4occc43)c2=O)cc1	-0.6	3	-7	-19	-33	9	-1	-5	-3	0.3	10
COc1cc(N2C(=O)CSC2=S)cc(OC)c1OC	0.5	1	59*	-11	27	-20	1	6	16	0.3	21
Cc1occc1C(=O)N/N=C/c1cnn(C)c1C	-2.0	2	-14	-107	-10	11	-55	-45	-83	-0.2	-28
CCOC(=O)N1CCN(c2c(N3CCN(C(=O)OCC)CC3)c(=O)c2=O)CC1	0.1	3	3	-37	-5	8	4	-8	10	0.1	-17
CCCCc1ccc(NC(=S)NCCO)cc1	1.1	3	-50	-3	3	-21	-14	6	-23	0.2	-10
CCCc1cc(=O)[nH]c(SCC(=O)c2cc(C)n(-c3cc(C)on3)c2C)n1	-0.6	1	7	10	-8	4	17	17	11	-0.1	-11
CC(=O)C1=C(O)C(=O)N(c2cc(C(C)(C)C)on2)C1c1ccc(Br)cc1 (stereo not drawn)	-1.3	1	22	12	4	-2	-14	2	-44	0.0	15
CC(C)C1OC(CCc2ccccc2)Cc2[nH][nH]c(=O)c21 (stereo not drawn)	1.3	nt	-23	-58	nt	nt	nt	nt	-108	-0.1	nt
CCC(=O)c1ccc(OC(=O)c2cnccn2)cc1	-3.3	0	14	-8	5	-2	1	2	4	0.0	-7
CC(=O)OCCNC(=O)c1cccnc1	0.2	0	8	10	-7	8	9	-9	14	0.0	-93
CCOc1ccc(NC(=S)Nc2ccc(OCc3ccccc3)cc2)cc1	-2.2	-1	-18	8	-5	-6	-20	-8	-10	-0.3	-11
CC1(C)N=C(N)NC(Nc2cccc(Br)c2)=N1	-2.6	0	-6	-32	4	-2	8	5	16	-0.1	0
N#Cc1ccc(NC(=O)c2cc(=O)c3ccccc3o2)cc1	-0.2	-1	-15	3	-21	9	-3	-11	-29	0.0	-2
CC1(C)c2[nH]c3ccccc3c2C[C@H]2C(=O)N(Cc3ccccc3F)C(=O)N21	-1.7	4	34	39	30	-13	32	7	17	0.2	-5

Assay outcomes deposited in PubChem by several laboratories.
